M. tuberculosis: growth inhibition of non-replicating M. tuberculosis (AID 488890). Mycobacterium tuberculosis non-replicating, growth inhibition; higher % means a stronger effect. one-dose inhibition, % at 25 µM; IC50 in µM for titrated hits. hit rate 0.39% among 320,000; in the data active = a potency from the dose series; inconclusive = inhibition mostly from about 82% at the one dose, without a potency; inactive = the rest, 99 in 100 with inhibition below about 76%;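 note: plate controls were DMSO cells for no effect and high antibiotic wells for full effect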
Salmonella PhoP GFP: PhoP regulon inhibitors, Salmonella typhi PhoP promoter GFP reporter, confirmatory (AID 1850) | hit rate 0.33% among 310,000 | inhibition, % at 50 µM, or IC50 in µM where a hit was titrated | Salmonella Typhi PhoP-promoter GFP reporter, fluorescence, 4 h; higher % means a stronger effect; in the data active = a potency from the dose series; inconclusive = inhibition mostly from about 25% at the one dose, without a potency; inactive = the rest, 99 in 100 with inhibition below about 19%;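 note: 0% = induced wells with vehicle and 100% = uninduced wells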
influenza NS1A: H1N1 influenza NS1A inhibitors, functional cell based assay (AID 504329). NS1A functional cell-based assay, percent inhibition; higher % means a stronger effect. hit rate 0.3% among 340,000. inhibition, % at 12.5 µM, or IC50 in µM where a hit was titrated; in the data active = a potency from the dose series; inconclusive = inhibition above about 27% without an active follow-up result; note: strong numbers were not always called active
inhibitors of VEEV: inhibitors of VEEV TC-83 cytopathic effect, confirmation, Vero cells (AID 588727); Vero cells, VEEV TC-83 cytopathic effect inhibition; higher % means a stronger effect; inhibition, % at 20 µM; hits with a dose series show IC50 in µM; hit rate 0.13% among 350,000; in the data active = a potency from the dose series; inconclusive = inhibition mostly from about 14% at the one dose, without a potency; inactive = the rest, 99 in 100 with inhibition below about 12%; note: strong numbers were not always called active
M. tuberculosis HTS: M. tuberculosis growth inhibition, HTS (AID 449762) | M. tuberculosis H37Rv growth inhibition, 7H9 media; higher % means a stronger effect | one-dose inhibition, % at 25 µM; IC50 in µM for titrated hits | hit rate 0.59% among 330,000; in the data active = a potency from the dose series; inconclusive = inhibition above about 70% without an active follow-up result;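 note: bacterial growth assessed after seven days of incubation; strong numbers were not always called active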
inhibitors of VEEV 10K pilot screen: also measured in inhibitors of VEEV; calls as there; inhibition, %; measured here: 10K pilot screen inhibition
* marks the source's active call; other numbers are inactive results; i = inactive; ? = inconclusive; . = not tested or not shown.

SMILES | M. tuberculosis | Salmonella PhoP GFP | influenza NS1A | inhibitors of VEEV | M. tuberculosis HTS | others
CN(C)CCNc1ccc(CO)c2sc3ccc(O)cc3c(=O)c12 | . | . | 22% | 8.1% | .
CCOc1ccc(/C=C/C(=O)N(CC)CC(=O)NCc2cccs2)cc1OC | -7% | 3% | 5% | 1.5% | -4%
CC(C)=C1C2CCC1C1C(=O)N(NC(=O)c3ccco3)C(=O)C21 (centres undefined) | 73% | -3% | -5% | 0.3% | 14%
CN(C)c1oc(-c2ccc(OCc3ccc(Cl)cc3)cc2)nc1C#N | . | 3% | -9% | i | .
Cc1ccc(NC(=O)NCCCc2ccccc2)cc1 | 45% | 1% | -18% | 0.0% | -5%
COc1ccc(C(=O)NC2CC2)cc1OC1CCN(Cc2ccccc2F)CC1 | -14% | -2% | -16% | 1.1% | -10%
CC(C)(C)NC(=O)CN(c1cccc([N+](=O)[O-])c1)S(=O)(=O)c1ccccc1 | -11% | 3% | . | 2.2% | -7%
O=C(OCc1cc(=O)n2c(n1)sc1ccccc12)c1ccc(O)cc1 | 14% | -6% | -2% | 1.4% | 0%
CC(C)c1nc(SCC(=O)NCC2CCCO2)c2c(=O)n(C)c(=O)n(C)c2n1 (centres undefined) | -4% | -7% | -8% | 4.3% | -3%
COc1ccc(N2CCN(S(=O)(=O)c3cn(C)cn3)CC2)cc1 | 6% | 1% | 6% | 2.7% | 7%
O=C(Cn1nc(C(F)(F)F)cc1C1CC1)NCc1ccccc1F | 10% | -4% | -6% | 0.3% | 8%
COC(=O)CCCC1=CC2=C(c3ccccc3)C(=O)C(C)(OC(=O)C3CCCC3)C(=O)C2=CN1Cc1ccc(OC)cc1 (centres undefined) | 16% | 6% | 17% | 1.5% | -9% | inhibitors of VEEV 10K pilot screen=0.9
COC(=O)c1ccccc1NC(=O)CCc1ccccc1 | 69% | -6% | -11% | 0.5% | 4%
Cc1ccc(F)c(C2C3C=CCC(c4cccc(-c5ccc(N(C)C)cc5)c4)C3C(=O)N2Cc2ccccc2)c1 (centres undefined) | 20% | -2% | -6% | 6.7% | -1%
COc1ccc(NC(=O)COc2ccc(/C=C/c3cc[n+](C)cc3)cc2OC)cc1 | 30% | 11% | 0% | 3.6% | -4%
Cc1ccc(S(=O)(=O)n2ccc(-c3cccc(OCc4c(F)cccc4Cl)c3)n2)cc1 | 4% | -3% | -23% | 4.2% | 21%
CC(OC(=O)c1cccc(-n2cnnn2)c1)C(=O)NC1(C#N)CCCCC1 (centres undefined) | 2% | . | -10% | i | 10%
O=C(O)CCCCCCCCCC[n+]1ccccc1 | -3% | 9% | 7% | 0.9% | 6%
Cc1noc(C)c1CSCC(=O)Nc1cccc(C(F)(F)F)c1 | 3% | . | -2% | i | -7%
Brc1ccc(CN2CC[C@H]3C=CCc4cccc(c43)C2)cc1 | 35% | . | 10% | 0.0% | 16% | inhibitors of VEEV 10K pilot screen=1.3
C/C(=N\NC(=O)CCCNc1ccccc1)c1ccncc1 | 1% | 2% | 4% | i | -8%
c1ccc2c(c1)ccc1nnc(-c3ccc4c(c3)OCO4)n12 | 12% | -7% | -4% | 0.6% | 9%
O=C(O)C(Cc1ccccc1)NC(=O)C(c1ccccc1)c1ccccc1 (centres undefined) | 7% | 8% | 10% | 3.5% | 0%
Cc1ccc(NC(=O)c2ccc(-n3cncn3)c([N+](=O)[O-])c2)cc1F | 17% | 2% | -1% | 6.9% | 14%
CCOc1ccc(S(=O)(=O)Nc2cccc(C(=O)NCC(c3ccc(OC)cc3)N3CCOCC3)c2)cc1 (centres undefined) | 29% | -1% | -3% | 2.3% | 3%

Remaining list, next part.
SMILES | M. tuberculosis | Salmonella PhoP GFP | influenza NS1A | inhibitors of VEEV | M. tuberculosis HTS | others
O=C(c1ccc(F)cc1)c1cn(Cc2ccc(F)cc2)c2cc3c(cc2c1=O)OCCO3 | . | 4% | -6% | 6.5% | -4%
O=C(COC(=O)c1cc(S(=O)(=O)N2CCc3ccccc3C2)ccc1Cl)NCc1ccco1 | 15% | 0% | 9% | 0.6% | -6%
O=C1C2C(c3ccccc3)CC=CC2[C@H](c2ccc(C(F)(F)F)cc2)N1Cc1ccccc1 (some centres undefined) | 38% | -7% | -10% | 9.9% | 16%
O=C(NC1CC1)C1CCN(S(=O)(=O)c2cc([N+](=O)[O-])ccc2Cl)CC1 | 14% | . | -4% | 0.4% | -4%
Cc1c(C(Nc2ccccn2)c2ccc(Cl)cc2)c(=O)n(-c2ccccc2)n1C (centres undefined) | 6% | -8% | -1% | 1.2% | 7%
O=C(N[C@@H]1C[C@H]2CC[C@@H]1C2)c1ccco1 | i | 1% | 1% | 0.1% | 1%
C/C(CC(=O)NC(C)C)=N\NC(=O)C(c1ccccc1)c1ccccc1 | -30% | 3% | -5% | 0.0% | -2%
COc1ccc(NC(=O)c2ccccc2C(=O)N2CCCCC2)cc1 | 21% | -8% | 4% | 0.3% | 41%
COC(=O)CCN(Cc1cc(OC)ccc1OC)S(=O)(=O)c1ccccc1Br | . | . | -4% | i | .
COc1cc(-c2noc(C)c2/C=C/c2ccc(C(=O)O)cc2)cc(OC)c1OC | -1% | 19% | 22% | 6.6% | 2%
Cc1cc(C(=O)NC2CCN(Cc3ccccc3)CC2)n[nH]1 | -1% | 6% | 7% | 0.2% | -2%
O=C(c1nc2ccccn2c1CNCCCn1nnc2ccccc21)N1CCOCC1 | . | 5% | 3% | 0.1% | 5%
COc1ccc(CCNC(=O)CSc2nc(=O)n3cccc(C)c3n2)cc1OC | -4% | 9% | -2% | 0.2% | -6%
COc1cc(OC)cc(C(=O)NC(=S)Nc2nc(-c3cc4ccccc4o3)cs2)c1 | -22% | 8% | 2% | 5.3% | -8%
COc1ccc(Cl)cc1N(CC(=O)NC(C)(C)C)S(=O)(=O)c1ccc(C)c([N+](=O)[O-])c1 | 20% | 6% | 7% | 7.1% | -4%
Cc1ccc(CNC(=O)CC(C)S(=O)(=O)c2ccc3c(c2)NC(=O)C(C)S3)cc1 (centres undefined) | 28% | -2% | 5% | 4.5% | 0%
O=C(CCS(=O)(=O)c1ccc(Br)s1)NC1CCCCCC1 | 15% | 0% | 1% | 2.6% | -10%
COc1cc(CNc2ccccc2SC)cc(OC)c1OC | -11% | -3% | 6% | 0.8% | -1%
COc1ccc(NC(=O)c2ccc(C)cc2)c[n+]1[O-] | -5% | 6% | -2% | 1.1% | 4%
Cn1c(N)c(C(=O)COC(=O)Cc2cccc(C(F)(F)F)c2)c(=O)n(C)c1=O | 4% | . | -15% | 0.7% | -4%
CCSc1nc2c(c(=O)[nH]c(=O)n2C)n1C/C=C(/C)Cl | 5% | 2% | -21% | 0.0% | -7%
CCOC(=O)C(C(=O)OCC)C(=O)c1cc(OC)c(OC)c(OC)c1 | -15% | 3% | -3% | 0.4% | -6%
CCOC(=O)C1=C(C)Nc2nnnn2C1c1cccnc1 (centres undefined) | -19% | 2% | 1% | i | -1%
NC(=O)CC[C@@H]1NC(=O)[C@H](Cc2ccc(O)cc2)NC(=O)c2cc([N+](=O)[O-])cc(F)c2OCC[C@@H](C(N)=O)NC1=O | -6% | 7% | -9% | 0.4% | 2%
COCCNC(=S)N(c1ccccc1)C(C)C | -6% | -7% | -5% | 0.3% | 3%

Continuation:
SMILES | M. tuberculosis | Salmonella PhoP GFP | influenza NS1A | inhibitors of VEEV | M. tuberculosis HTS | others
O=C1S/C(=C\c2ccc(N3CCOCC3)o2)C(=O)N1c1ccccc1 | 2% | -68% | 10% | 6.3% | 68%
Cc1cc(C)cc(NC(=O)COC(=O)c2n[nH]c3ccccc23)c1 | -10% | 3% | -1% | 2.1% | 1%
COc1ccc(OC)c(C2Nc3c(Cl)ccc(C(=O)O)c3C3C=CCC32)c1 (centres undefined) | -13% | -7% | 9% | 2.6% | -4% | inhibitors of VEEV 10K pilot screen=3.5
Cc1ccc(S(=O)(=O)CCSc2ccc(C(F)(F)F)cn2)cc1 | -15% | -3% | . | i | -2%
CN1CCN(c2ccc(-c3cccc(NC(=O)COc4ccc(Cl)cc4)c3)nn2)CC1 | 64% | 20% | -4% | 0.7% | 7%
CCOC(=O)c1cc(-c2cccs2)nc2onc(C)c12 | ? | 4% | 0% | 4.5% | 19% | inhibitors of VEEV 10K pilot screen=0.7
CN(CCC#N)C(=O)COC(=O)c1ccc(Cl)c(S(N)(=O)=O)c1 | 2% | -5% | -3% | i | 2%
Cc1cc(C(=O)N2CCOCC2)c(C)o1 | -5% | 7% | -7% | 0.1% | 7%
COCCN(C(=O)C1CCCC1)c1c(N)n(Cc2ccccc2)c(=O)[nH]c1=O | 4% | -11% | 2% | 4.3% | -8%
CCN(C1CCCCC1)S(=O)(=O)c1ccc(-n2cnnn2)c(C)c1 | -8% | 2% | 3% | i | -12%
CN[C@H](CC(=O)O)C(=O)O | -13% | 4% | 6% | 1.5% | -4%
Cc1nccc(-c2cccc(N/N=C(\C#N)C(=O)c3ccccc3)c2)n1 | 55% | -6% | 20% | 4.1% | ?
COc1ccc(NC(=O)/C(C#N)=C/c2cc(C)n(-c3ccc(N4CCOCC4)c([N+](=O)[O-])c3)c2C)cc1 | 1% | 9% | 2% | 2.2% | 6%
C/C(=N/NC(=O)CNC(=O)COc1cccc(C)c1)c1ccc(Cl)cc1 | 5% | 6% | 7% | 0.7% | -6%
O=C(CSC1=NCCS1)Nc1ccc(S(=O)(=O)NC2CCCCC2)cc1 | . | -2% | 7% | 1.4% | .
O=[N+]([O-])c1ccc(NC(=S)NCc2ccncc2)cc1 | 37% | 5% | 8% | 0.4% | 0%
COc1ccc(C2=NC(C)(C)Cc3cc(OC)c(OC)cc32)cc1 | 2% | -1% | 0% | i | -3%
Cc1cccc(NC(=O)CSCC(=O)N(C)Cc2ccc(Cl)c(Cl)c2)c1 | 42% | . | -4% | 1.2% | 20%
O=C1N[C@H](C(=O)O)CS1 | -12% | -6% | . | . | -3%
CN1C(=O)c2ccc(NC(=O)c3ccc(Cl)cc3Cl)cc2C1=O | -8% | 3% | -3% | 1.0% | -3%
CCN1C(=O)N[C@@H](CCc2ccccc2)[C@H](C(=O)OC)[C@H]1C | -18% | -11% | -4% | 0.6% | -6%
Cc1ccc(NC(=O)C(c2ccccc2)N2CCN(CC(=O)NC3CC3)CC2)cc1 (centres undefined) | 0% | . | -2% | 0.6% | -10%
COc1ccc2c(Cl)c(-c3nnco3)sc2c1 | 23% | -1% | 7% | i | 6%
Cc1ccc([C@@H]2[C@@H]3C(=O)N(C)C(=O)[C@@H]3[C@]3(C)C(=O)N(Cc4ccc(-c5ccccc5)cc4)CC(=O)N23)o1 | 5% | -1% | 3% | 1.1% | 5%
CCOC(=O)c1ccccc1NCN1C(=O)CSC1=O | -8% | -7% | 0% | i | 2% | inhibitors of VEEV 10K pilot screen=0.9

Next section:
SMILES | M. tuberculosis | Salmonella PhoP GFP | influenza NS1A | inhibitors of VEEV | M. tuberculosis HTS | others
CSc1ncccc1C(=O)OCC(=O)c1ccc(Br)s1 | ? | 4% | -3% | 0.8% | 14%
Cc1cccc(C)c1OCc1nnc(SCC(=O)Nc2cccc(C(=O)N3CCOCC3)c2)n1C | -2% | -4% | 32% | 3.8% | 0%
Cc1c(C)c2ccc(OCC(=O)NCCCn3ccnc3)c(C)c2oc1=O | -9% | 10% | 3% | 0.9% | 6%
COC(=O)c1cc(Cl)c(NC(=O)c2ccco2)cc1OC | -14% | -19% | 5% | 0.8% | -10%
Cc1ccc(C)c(NC(=O)CS(=O)(=O)c2cccc3nsnc23)c1 | 4% | 10% | 0% | 0.3% | -1%
CS(=O)(=O)c1nc(S(=O)(=O)c2ccc(Cl)cc2)c(N2CCC3(CC2)OCCO3)s1 | 4% | 2% | -1% | 0.9% | 2%

A portion of the results above, for reference:
SMILES | M. tuberculosis | Salmonella PhoP GFP | influenza NS1A | inhibitors of VEEV | M. tuberculosis HTS | others
Cc1cccc(C)c1OCc1nnc(SCC(=O)Nc2cccc(C(=O)N3CCOCC3)c2)n1C | -2% | -4% | 32% | 3.8% | 0%
Cc1c(C)c2ccc(OCC(=O)NCCCn3ccnc3)c(C)c2oc1=O | -9% | 10% | 3% | 0.9% | 6%
COC(=O)c1cc(Cl)c(NC(=O)c2ccco2)cc1OC | -14% | -19% | 5% | 0.8% | -10%
Cc1ccc(C)c(NC(=O)CS(=O)(=O)c2cccc3nsnc23)c1 | 4% | 10% | 0% | 0.3% | -1%
CS(=O)(=O)c1nc(S(=O)(=O)c2ccc(Cl)cc2)c(N2CCC3(CC2)OCCO3)s1 | 4% | 2% | -1% | 0.9% | 2%
